FEN1 inhibitor = qHTS Assay for the Inhibitors of Human Flap endonuclease 1 (FEN1) | 390,000 compounds, 0.35% hits | Potency, µM (doses to about 114 µM), inactives show at the highest dose activity change, negative = inhibition, hits mostly inhibitors | AID 588795, 2011 | Recombinant FEN1 flap cleavage, fluorescence, 15 min; note: nearly all actives have a fitted effect of over 65% in size
Target sequence (P39748 whole entry, looked up): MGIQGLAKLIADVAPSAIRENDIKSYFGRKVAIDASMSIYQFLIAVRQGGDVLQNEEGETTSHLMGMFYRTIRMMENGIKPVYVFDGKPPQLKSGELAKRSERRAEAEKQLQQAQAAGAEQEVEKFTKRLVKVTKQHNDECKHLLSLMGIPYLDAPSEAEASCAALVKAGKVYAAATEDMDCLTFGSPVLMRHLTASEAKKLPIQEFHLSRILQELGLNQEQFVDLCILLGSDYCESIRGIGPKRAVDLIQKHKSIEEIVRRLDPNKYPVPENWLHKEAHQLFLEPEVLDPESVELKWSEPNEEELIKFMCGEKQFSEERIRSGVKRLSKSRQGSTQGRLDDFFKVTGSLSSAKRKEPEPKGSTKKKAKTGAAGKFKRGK
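Read-out was taken twice, immediately and after 15 min, following addition of 50 nM substrate to 10 nM FEN1 that had sat with test compound for 15 min at room temperature. Curves came from a four-parameter Hill model.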
N370S GC mod = qHTS Assay for Inhibitors and Activators of N370S glucocerebrosidase as a Potential Chaperone Treatment of Gaucher Disease; AID 2101, 2009; N370S GC spleen homogenate, 4MU-glucoside fluorescence; 330,000 compounds, 0.092% hits; Lysosomal acid glucosylceramidase (Homo sapiens), P04062; Potency, µM (highest dose often 59.4 µM), inactives show at the top dose activity change, negative = inhibition, hits mostly inhibitors;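 note: 0% = full enzyme activity and -100% = no enzyme basal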
TDP1 block = qHTS Assay for Inhibitors of Tyrosyl-DNA Phosphodiesterase (TDP1). Tyrosyl-DNA phosphodiesterase 1 (Homo sapiens), Q9NUW8. recombinant TDP1, AlphaScreen DNA substrate cleavage. Potency, µM (highest dose often 130 µM), for the others: at the top dose activity change, negative = inhibition, hits mostly inhibitors. 350,000 compounds, 0.28% hits; note: nearly all actives have a fitted effect of over 40% in size
Target sequence (Q9NUW8 whole entry, looked up): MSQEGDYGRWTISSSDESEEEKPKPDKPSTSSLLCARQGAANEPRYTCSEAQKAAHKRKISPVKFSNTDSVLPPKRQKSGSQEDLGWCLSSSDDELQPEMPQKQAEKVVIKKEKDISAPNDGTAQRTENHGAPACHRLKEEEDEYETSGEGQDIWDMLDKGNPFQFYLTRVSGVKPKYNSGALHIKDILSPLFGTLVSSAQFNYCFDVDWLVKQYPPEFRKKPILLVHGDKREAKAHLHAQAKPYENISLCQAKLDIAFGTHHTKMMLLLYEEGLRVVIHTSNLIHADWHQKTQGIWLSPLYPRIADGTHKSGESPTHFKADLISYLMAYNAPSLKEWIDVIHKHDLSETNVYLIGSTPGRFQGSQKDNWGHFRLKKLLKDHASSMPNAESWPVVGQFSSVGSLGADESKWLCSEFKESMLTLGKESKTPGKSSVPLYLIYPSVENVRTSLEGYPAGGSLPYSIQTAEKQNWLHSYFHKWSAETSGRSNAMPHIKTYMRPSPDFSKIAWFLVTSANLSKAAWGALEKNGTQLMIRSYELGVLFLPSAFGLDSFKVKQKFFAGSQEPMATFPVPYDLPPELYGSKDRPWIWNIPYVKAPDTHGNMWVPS
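Here, a 5' biotin and 3' phosphotyrosine-FITC DNA oligonucleotide reports Tdp1 activity: intact substrate bridges AlphaScreen beads, while cleavage leaves a 3' phosphate and drops signal. All incubations at room temperature.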
Active calls of the source: *; u = inconclusive; x = no result given; & = joins results of further samples; [ ] = remark or other dose. Calls come from the whole dose curve; as a rule, active = well fitted curve in the direction sought with a large enough effect; inconclusive = small, poorly fitted or top-dose-only effect, or another doubt; inactive = no such curve, though single readings can be large; an effect the other way counts as inactive or inconclusive. Unless noted, % is set by controls: 0 for no effect and ±100 for the full control effect; potency is the fitted concentration of half-maximal effect.

Every second line gives: FEN1 inhibitor, N370S GC mod, TDP1 block
Cc1sc2ncnc(N3CCC(C(=O)Oc4cccc(Cl)c4Cl)CC3)c2c1C
→ 4%, -8%, -7%
O=C(CSc1cn(CCNC(=O)c2ccccc2F)c2ccccc12)NCC1CCCO1 (stereo not given)
→ 1%, -3%, 3%
CCOC(=O)N1CCN(S(=O)(=O)c2ccc(C(=O)Nc3nnc(CSC)o3)cc2)CC1
→ -2%, -4%, 8%
O=C(c1cc2cc(Cl)ccc2[nH]1)N1CCCCC1
→ 22%, 0%, x
O=C(c1ccc(F)cc1)N1C2CCC1CC(O)(c1ccc(F)cc1)C2 (stereo not given)
→ 3%, -11%, 3%
COc1cc(C(=O)NS(=O)(=O)c2ccccc2C)ccc1Cc1cn(C)c2ccc(NC(=O)OC3CCCC3)cc12
→ x, 15%, 2%&9%
COc1ccc(S(=O)(=O)N2CCC(C(=O)Oc3ccc(C)cc3)CC2)cc1OC
→ 8%, -1%, -8%[0.505 µM]
Cc1oc2ncn(C)c(=O)c2c1C(=O)N1CCN(c2ccccc2F)CC1
→ 17%, x, 9%
CCC(=O)Nc1cccc(C2=NOC3(C2)C[C@@H](C(N)=O)N(C(=O)CC)C3)c1 (stereo not given in full)
→ -17%, -6%, 8%
COc1ccc(OC)c(NC(=O)CSc2nc(N)c(-c3ccccc3)c(=O)[nH]2)c1
→ -9%, 25%, 0%
Cc1cccc(C)c1NC(=O)Cn1nnc(C(=O)NCc2ccc(F)cc2)c1N
→ 11%, x, -3%
COc1ccc(N(Cc2cccs2)C(=O)COc2cccc(C)c2C)cc1
→ -22%, x, -3%
CCc1nnc(NS(=O)(=O)c2ccc(N/C=C\C(=O)c3ccc(C)cc3)cc2)s1
→ -13%, -11%, 5%
CCCC(=O)Nc1ccc(NC(=O)c2cccc(OC)c2)cn1
→ -4%, -7%, x
CC(C)(C)OC(=O)N1CCC[C@H]1c1nnc(SC/C=C/c2ccccc2)o1
→ -12%, 6%, 6%
COCCSc1nc2c(c(=O)[nH]c(=O)n2C)n1CCCc1ccccc1
→ 16%, 0%, 6%
CCOC(=O)c1cnc2nc(NCc3cccc(Br)c3)[nH]n2c1=O
→ 5%, x, 7%
COc1cccc2sc(N(CCCN(C)C)C(=O)COc3ccc(Cl)cc3)nc12
→ 6%, -11%, 8%
O=C(Nc1ccc2oc(=O)ccc2c1)c1cccnc1
→ -2%, 3%, 2%
O=C(Nc1nccs1)c1ccc(COc2c(F)c(F)cc(F)c2F)o1
→ 17%, x, -4%
N#Cc1ccc(C(=O)OCC(=O)NC2CCCC2)cc1
→ 14%, -7%, x
N#Cc1c2n(c3c(=O)n(CC(=O)c4ccc([N+](=O)[O-])cc4)cnc13)CCCCC2
→ -18%, 1%, 0%
O=C(CNC(=O)c1ccccc1Cl)OCc1cc(=O)n2nc(C3CC3)sc2n1
→ 3%, x, 5%
Cc1c(OCc2nn[nH]n2)ccc2c(-c3ccccc3)cc(=O)oc12
→ -3%, 6%, 3%
O=C(CCCN1C(=O)/C(=C/c2ccco2)SC1=S)Nc1cccc(C(=O)O)c1
→ u, u, x
O=C(Nc1ccc(Br)cc1)c1cnc[nH]1
→ -9%, -10%, x
COc1cc(/C=N/n2c(C)nnc2C)cc(OC)c1OC
→ -1%, 5%, 4%
COc1ccc2cc(C(=O)C3CCCN(C(=O)c4csnn4)C3)ccc2c1 (stereo not given)
→ 14%, 13%, 0%
Cc1nc(CC(=O)N2CCN(S(=O)(=O)c3ccccc3C#N)CC2)cs1
→ -1%, 2%, -1%
COC(=O)[C@]1(C)N[C@H](c2ccc(-c3ccc(OC)cc3)cc2)[C@@H]2C(=O)N(C)C(=O)[C@@H]21
→ 6%, x, 0%
CC(C)(C)OC(=O)N1CCC(c2c(C(=O)NCC3CCN(C4CCCC4)C3)cnn2-c2cccc(Cl)c2)CC1 (stereo not given)
→ -3%, -19%, 3%
O=C(CC(C(=O)O)c1ccc(Cl)cc1Cl)c1ccc(Cl)cc1 (stereo not given)
→ -2%, 2%, x
S=C(Nc1ccc2nccnc2c1)N1CCCC1
→ -2%, -1%, 7%
Cc1cccc(NC(=O)CSc2nc3ccc(NC(=O)c4ccccc4)cc3s2)c1
→ -7%, x, 7%
CNC(=O)c1ccsc1NC(=O)c1coc2ccccc2c1=O
→ -20%, 4%, x
Cn1c(=O)c2c(nc(Oc3ccccc3)n2Cc2c(Cl)cccc2Cl)n(C)c1=O
→ -2%, x, 2%
COc1cc(/C(C)=N/NC(=O)c2nnn(-c3nonc3N)c2-c2cccs2)ccc1O
→ -18%, u, 1%
CC[C@H](C)N
→ x, -4%, 6%
Cn1c(CNc2ccc(O)cc2)nc2ccccc21
→ -11%, -4%, x
Cc1ccc(C)c(N(CC(=O)N/N=C/c2ccc(-c3ccc([N+](=O)[O-])cc3)o2)S(=O)(=O)c2ccccc2)c1
→ -1%, -5%, -4%
Cc1ccc(Oc2ncccc2NC(=O)CCCC(=O)O)c2c1CCC2
→ 12%, -18%, 1%
Cc1ccc(-c2csc(N3CCC(C(N)=O)(N4CCCCC4)CC3)n2)cc1
→ -12%, -2%, -8%
CC1CCCCC1NC(=O)c1cc2c(s1)CS(=O)(=O)C2 (stereo not given)
→ -2%, 5%, 7%
CCC1C(O)=C(c2ccccn2)C(=N)N1c1ccccc1 (stereo not given)
→ 1%, 14%, 0%
Cc1ccc(-n2c(SCC(=O)Nc3cccc(F)c3)nc3c(oc4ccccc43)c2=O)cc1C
→ 14%, x, -3%
CC(=O)Nc1ccc(C(=O)CN2CCN(c3ccccc3)CC2)cc1
→ -10%, -10%, -7%
Clc1ccc(C(c2ccccc2)c2c[nH]c3ccccc23)s1 (stereo not given)
→ -3%, x, -4%
O=C(NCc1ccc(F)cc1)c1cc2c(s1)CS(=O)(=O)C2
→ 24%, -7%, 3%
COc1cc(C(=S)N2CCC(Cc3ccccc3)CC2)ccc1OCC(N)=O
→ -6%, -28%, x
COc1cccc(CNC(=O)c2cccc(-n3c(C)nc4cccnc43)c2C)c1
→ 4%, x, 3%

Remaining list, next part.
Every second line gives: FEN1 inhibitor, N370S GC mod, TDP1 block
Cc1onc(-c2c(Cl)cccc2Cl)c1C(=O)ONC(=O)c1ccccc1
→ -2%, 3%, 3%
CCN1CCCC1CNC(=O)C(=O)NCc1ccccc1 (stereo not given)
→ -7%, -6%, 0%
CCC(=O)c1ccc(OCC(=O)Nc2cc(S(=O)(=O)N3CCCCC3)ccc2OC)cc1
→ -6%, 6%, 2%
COCCC(=O)N1CCCC(C(=O)c2ccc(Oc3ccccc3)cc2)C1 (stereo not given)
→ -18%, 1%, -3%
COc1ccc(CCn2c(=O)[nH]c3cc(C(=O)NCCN4CCOCC4)ccc3c2=O)cc1OC
→ 3%, 9%, -6%
CCCOc1cc(C)c(S(=O)(=O)NCc2cccs2)cc1C
→ -23%, x, -11%
Cc1ccccc1Nc1c(-c2cccs2)nc2cccc(C)n12
→ -7%, x, 5%
Cc1nc2c(C(=O)NCCc3ccc(Cl)cc3)c[nH]n2c(=O)c1Cc1ccccc1F
→ u, x, 11%
COc1ccc(N2C(=O)CC(N3CCN(c4ccccc4)CC3)C2=O)cc1 (stereo not given)
→ -1%, 7%, x
COc1ccccc1NC(=O)C1(c2ccccc2)CCCC1
→ -16%, -1%, -8%

Whole records from above:
Record of COc1ccc(N2C(=O)CC(N3CCN(c4ccccc4)CC3)C2=O)cc1 (stereo not given) : FEN1 inhibitor: -1%; N370S GC mod: 7%; TDP1 block: x
Record of CCCOc1cc(C)c(S(=O)(=O)NCc2cccs2)cc1C : FEN1 inhibitor: -23%; N370S GC mod: x; TDP1 block: -11%
Record of Cc1onc(-c2c(Cl)cccc2Cl)c1C(=O)ONC(=O)c1ccccc1 : FEN1 inhibitor: -2%; N370S GC mod: 3%; TDP1 block: 3%

Other results
Every second line gives: FEN1 inhibitor, N370S GC mod, TDP1 block
COC(=O)[C@@H]1C[C@@]2(O)[C@@H](O)[C@@H](O)[C@@H](O)C[C@H]2N1C/C=C/c1ccccc1
→ -7%, -9%&-4%, 2%&-2%
COc1ccc(-n2nnnc2SCC(=O)Nc2ccc3c(c2)OCCO3)c(OC)c1
→ 9%, -13%[2.35 µM], 0%
CCSc1ccccc1C(=O)N1CCN(Cc2ccc3c(c2)OCO3)CC1
→ -13%, -6%, 6%
Cc1ccc(S(=O)(=O)N(C)C)cc1NC(=O)COC(=O)Cc1ccc(Br)cc1
→ -2%, x, 0%
O=C(N/N=C/c1ccc([N+](=O)[O-])cc1)c1cccs1
→ -1%, -4%, x
CC(=O)c1c(C)[nH]c(C(=O)NC(C)c2ccccc2)c1C (stereo not given)
→ -5%, 3%, -2%
Cc1cc(C)cc(NS(=O)(=O)c2ccc3[nH]cc(C(=O)N4CCCCCC4)c(=O)c3c2)c1
→ -13%, x, -2%
Cc1oc(-c2ccccc2Cl)nc1CS(=O)(=O)CC(=O)NC1CCCC1
→ -16%, -1%, x
COc1ccccc1NC(=O)C(C)OC(=O)C1CCN(S(=O)(=O)c2ccc(C)c(C)c2)CC1 (stereo not given)
→ -14%, -7%, x
O=S(=O)(Cc1ccccc1)N1CCn2c(nc3ccccc32)C1
→ -5%, 0%, 5%
COc1cc(NC(=O)c2ccc(N3CC4CC(C3)c3cccc(=O)n3C4)c(NC(=O)c3ccncc3)c2)cc(OC)c1OC (stereo not given)
→ -14%, 0%, 7%
Cc1cc(C)n2nc(SCC(=O)Nc3ccc(F)c(F)c3F)nc2n1
→ 19%, x, 0%
COc1ccc(N/C=C(/C(C)=O)c2ccccc2)cc1
→ 2%, -3%, 7%
Cc1ccc(C(=O)OCC(=O)Nc2ccc3c(c2)OCO3)o1
→ 1%, -3%, 2%
Clc1ccc2c(c1)C(C1=NCCN1)c1ccccc1CS2 (stereo not given)
→ 0%, -23%, 2%
O=C(NCCSc1c(-c2ccc(F)cc2)[nH]c2ccccc12)c1ccc(S(=O)(=O)N2CCOCC2)cc1
→ 7%, x, 6%
O=[N+]([O-])c1ccc2c(c1)oc1ccccc12
→ -5%, 7%, 0%
O=C(Nc1cccnc1)c1ccc(Cl)c(S(=O)(=O)N2CCCCC2)c1
→ 16%, u, 3%[56.1 µM]
COc1cccc(NC(=O)COc2ccc3c(c2)CCC3)c1
→ 16%, -1%, 1%
CCOc1ccc(S(=O)(=O)NCCC(=O)NCc2ccco2)cc1
→ -6%, -7%, 0%
CC(C)(Oc1ccc(Cl)cc1)C(=O)OCC(=O)Nc1ncc(Cl)cc1Cl
→ -23%, 19%, -1%
C/C=C(\C)C(=O)N[C@@H](C)CN1C2=NC[C@H](C(C)C)N2C[C@H]1Cc1ccc(OC)cc1
→ -5%, -5%, 2%
COCC(=O)N1CCC(Oc2cccc(C(=O)NCc3ccccn3)c2)CC1
→ -3%, -4%, 1%
COc1ccc(N(C)S(=O)(=O)c2cccc(C(=O)OCC(=O)c3c(N)n(C)c(=O)n(C)c3=O)c2)cc1
→ 5%, x, -2%
COc1ccc(CNC(=O)c2cc(C3CC3)on2)cc1
→ 50%[activator], 3%, 2%
COCCn1c(SCC(=O)Nc2ccccc2)nc2c1c(=O)[nH]c(=O)n2C
→ -9%, -25%, 5%
COc1ccc(N=Cc2c(O)c3ccccc3oc2=O)cc1
→ 10%, 5%, -3%
O=C(NC(Cc1ccccc1)C(=O)O)OCC1c2ccccc2-c2ccccc21 (stereo not given)
→ 2%, 0%, x
CCC1CCCCN1C(=O)CSc1nnc(CNC(=O)c2cc(OC)c(OC)c(OC)c2)o1 (stereo not given)
→ 5%, -1%, 5%
Cc1ccc(S(=O)(=O)/N=C/c2cc(Br)ccc2O)cc1
→ 14%, -1%, 4%
COc1ccccc1OCC(=O)Nc1cc(S(=O)(=O)N2CCOCC2)ccc1N1CCCCC1
→ -6%, x, 2%
CNC(=O)c1cc(S(=O)(=O)Nc2ccc3c(c2)OCO3)ccc1C
→ 3%, 0%, 3%
CSCCC(NC(N)=O)C(=O)NCc1ccccc1Cl (stereo not given)
→ -12%, 1%, 7%
COc1ccc(C2NC(c3ccc(OC)cc3)C(c3ccccc3)C(=O)C2c2ccccc2)cc1 (stereo not given)
→ -2%, 7%, 4%
O=C(CNC(=O)Cc1ccccc1)NCC(=O)N1CCN(C(c2ccccc2)c2ccccc2)CC1
→ -9%, 1%, 5%
COc1ccc(CN2CCNC(=O)C2CC(=O)NC2CCOCC2)c(F)c1 (stereo not given)
→ -5%, -1%, 3%
CC1CCCN(S(=O)(=O)c2ccc3c(c2)CCN3C(=O)CCC(=O)O)C1 (stereo not given)
→ 18%, x, 9%
Cc1cc(NC(=O)c2ccccc2C)no1
→ 1%, -9%, 4%
CC1(C(=O)NNC(=O)c2ccc(=O)oc2)CC1Br (stereo not given)
→ -6%, -1%, 13%

Assay outcomes deposited in PubChem BioAssay by National Center for Advancing Translational Sciences (NCATS).
